Source: PubChem BioAssay (Broad Institute)
RAD52 inh = blocks human RAD52 DNA annealing. P43351. recombinant RAD52 DNA annealing, FRET fluorescence. inhibition, % at 18.7 µM. 0.46% of 360,000 active. AID 651710;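 active means every replicate showing at least 50% inhibition; inconclusive means mean inhibition at least 50% but not in every replicate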
E-sel inducer = induces E-selectin expression in human endothelial cells; 0.37% of 260,000 active; activation, % at 7.58 µM; HUVEC E-selectin immunofluorescence imaging; normalized: neutral wells 0, TNF-alpha wells 100; P16581;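 active means mean E-selectin-positive cell signal at least 10% of the positive control, reached in at least 60% of replicates, without over 20% cell loss; inconclusive means no rule given, readout overlaps actives, possibly toxicity-flagged; inactive means the rest, including those meeting only one limit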;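 further: in these data hits start at about 27%; measured in HUVEC primary endothelial cells; signal is the percent of cells scored E-selectin positive by PE staining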
Target sequence (P16581 whole entry, looked up): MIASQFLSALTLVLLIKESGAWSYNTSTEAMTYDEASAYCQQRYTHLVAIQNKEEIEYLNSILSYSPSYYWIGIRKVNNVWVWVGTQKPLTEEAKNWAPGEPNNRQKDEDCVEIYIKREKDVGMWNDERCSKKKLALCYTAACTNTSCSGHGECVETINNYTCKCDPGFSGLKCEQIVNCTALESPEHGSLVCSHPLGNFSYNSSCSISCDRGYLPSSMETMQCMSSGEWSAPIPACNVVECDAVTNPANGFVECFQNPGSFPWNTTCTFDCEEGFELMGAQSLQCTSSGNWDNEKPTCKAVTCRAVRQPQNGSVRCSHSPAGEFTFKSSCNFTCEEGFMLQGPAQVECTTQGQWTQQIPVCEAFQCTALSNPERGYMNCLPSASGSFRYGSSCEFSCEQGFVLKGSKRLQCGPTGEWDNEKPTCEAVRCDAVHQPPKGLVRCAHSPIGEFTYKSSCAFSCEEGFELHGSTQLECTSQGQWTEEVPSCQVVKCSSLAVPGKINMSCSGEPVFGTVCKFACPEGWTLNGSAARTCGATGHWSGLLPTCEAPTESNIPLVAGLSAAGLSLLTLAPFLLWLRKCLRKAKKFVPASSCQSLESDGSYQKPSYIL
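System: HUVEC, human umbilical vein endothelial cells; quantity: 3,000 cells/well; buffer or medium: EGM-2 medium, gelatin-coated wells; dosing: single-point compound dose; detection: immunofluorescence imaging; evaluation: % PE-positive cells; benchmarks: TNF-alpha, DMSO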
CASP6 VEID inh = blocks human caspase-6 cleavage activity; P55212; purified caspase-6, Z-VEID-R110 cleavage fluorescence; inhibition, % at 12.5 µM; 0.53% of 350,000 active; AID 686996;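 active means mean inhibition across replicates at least about 35%, with every replicate also reaching that limit, limit read from the data; inconclusive means only one of the two criteria met; inactive means neither criterion met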;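 further: 0% = median of neutral control wells and 100% = no fluorescence left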
Target sequence (P55212 24-179 limits assumed): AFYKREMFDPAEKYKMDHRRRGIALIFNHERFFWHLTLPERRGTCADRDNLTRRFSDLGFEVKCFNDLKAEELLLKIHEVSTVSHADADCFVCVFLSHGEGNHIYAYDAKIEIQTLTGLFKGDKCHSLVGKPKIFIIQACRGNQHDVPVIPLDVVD
Target sequence (P55212 194-293 limits assumed): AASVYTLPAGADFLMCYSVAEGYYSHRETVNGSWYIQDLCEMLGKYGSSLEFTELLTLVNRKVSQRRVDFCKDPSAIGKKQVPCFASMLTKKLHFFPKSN
XiGFP reactiv = X-chromosome reactivation activator; 0.055% of 360,000 active; activation, % at 7.58 µM; XiGFP mouse fibroblasts, % GFP-positive cells imaging, 3 d; cells co-treated with 5-aza-dC sensitizer; scaled so ellipticine positive control = 100%;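 active means mean normalized replicate activation at least 10% and every replicate at or above 10%; inconclusive means only one of the two criteria met; inactive means mean below 10% and not all replicates reach 10%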;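 further: 0% = median of on-plate neutral control wells and 100% = ellipticine 6 µM median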
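Assay system: SV40-immortalized XiGFP fibroblast cells, line 68-5-11; buffer or medium: DMEM plus 5-aza-dC sensitizer; compound: one concentration, pinned; timing: compounds 3 days, fix/stain 15 min at room temperature; benchmarks: positive control ellipticine, 6 µM final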
DENV2 CPE = inhibitors of DENV2 cytopathic effect; CPE inhibition, % at 9.99 µM; AID 651640; 1.7% of 350,000 active; DENV2-infected cells, cytopathic effect rescue, plate reader; in the data active means CPE inhibition above about 20%, passing the limit was not always enough; inconclusive means no clear call, values can overlap the other calls; tested in BHK-21 cells;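 further: 0% = median of neutral control wells and 100% = median of positive control wells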
RAD54 inh = inhibitors of human RAD54 branch migration | Q92698 | inhibition, % at 10.4 µM | 0.14% of 360,000 active | RAD54 Holliday junction branch migration, FAM/BHQ fluorescence | AID 602329;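 active means mean normalized replicate activity at least 40 and at least half of replicates scoring 40 or more; inconclusive means only one of the two criteria met; inactive means mean below 40 and under half of replicates reaching 40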;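 further: 0% = median of neutral control wells and 100% = median of positive control wells; inhibitors cause a drop in the FAM fluorescence signal; in these data hits start at about 50%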
CFTR F508del cor = correctors of CFTR F508del function in bronchial epithelial cells | activity (quench increase), % at 7.58 µM | AID 720511 | 0.36% of 350,000 active | CFBE cells, YFP halide quenching; stimulated with forskolin plus potentiator P3; % fluorescence drop versus neutral controls;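 active means mean added fluorescence quench of at least 8% versus neutral control, with both replicates also reaching 8%; inconclusive means only one of the mean or replicate conditions met; inactive means mean below 8% and not both replicates reaching 8%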;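 further: cells transiently co-express mutant CFTR-F508del with the halide-sensitive YFP; corrector assay measuring rescue of mutant channel to the surface after 24 h compound exposure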
GSIS activator = primary screen for activators of insulin secretion dependent on glucose, INS-1E cells, GLuc reporter luminescence. INS-1E GLuc reporter insulin secretion, 2-3 h. activation, % at 16.6 µM. 0.61% of 370,000 active. AID 743287;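 active means lowest replicate activation of at least 40%, so every replicate reaches that level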;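 further: 0% = median of neutral control wells and 100% = median of IBMX positive control wells; some compounds called inactive have numbers as strong as hits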
Numbers without * were called inactive; ? = inconclusive; / = not tested or not shown; & = joins results of further samples.

SMILES	RAD52 inh	E-sel inducer	CASP6 VEID inh	XiGFP reactiv	DENV2 CPE	RAD54 inh	CFTR F508del cor	GSIS activator
COc1ccc(-c2ccc(OC)c(OC)c2OC)c(OC)c1OC	-3	2.1	-1	0.0	-3	/	1.3	4
C[C@H](O)C#Cc1ccc2c(c1)O[C@@H](CN(C)CC1CCOCC1)[C@@H](C)CN([C@@H](C)CO)S2(=O)=O	/	-5.9	/	-0.3	-5	-14	-2.0	13
O=C(Cc1ccc(F)cc1)Nc1cccc(S(=O)(=O)N2CCCC2)c1	-23	1.3	17	-0.1	14	/	0.2	-15
CCC1=Nc2cc(C(=O)NCC3CCCO3)ccc2Sc2ccc(Cl)cc21 (centres undefined)	-3	2.7	-1	0.3	-6	-7	15*	2
C/C=C/c1ccc([C@@H]2[C@H](CO)N(S(=O)(=O)CC)C23CN(C(C)=O)C3)cc1	-10	-0.2	0	0.0	-3	/	0.3	5
Cc1ccc(-n2c3c(c(=O)[nH]c2=O)C(NS(=O)(=O)c2ccc(Cl)cc2)(C(F)(F)F)C(=O)N3)cc1 (centres undefined)	5	0.7	2	0.0	/	3	/	8
O=C(/C=C\c1ccccc1OC(=O)c1ccccc1F)c1cc2ccccc2o1	-13	/	-2	0.0	9	2	/	0
CCOC(=O)C1CCCN(C(=O)c2ccc(Cl)c(S(=O)(=O)N3CCCCCC3)c2)C1 (centres undefined)	-16	/	2	-0.1	-11	/	1.1	-34
FC(F)(F)c1cccc(Cn2cnc(NC(=S)NCCc3ccccc3)n2)c1	-1	/	2	-0.4	3	/	0.0	-9
O=S1(=O)CC(N2CCN(Cc3ccccc3F)CC2)CN1Cc1cn(Cc2cccc(Cl)c2)nn1 (centres undefined)	-15	-0.3	0	0.0	-2	/	-0.4	-13
O=C(NCCc1ccccc1Cl)C1CCC(=O)N(CC2CCCCC2)C1 (centres undefined)	-1	/	-1	0.0	7	-7	0.0	-4
Cc1nnn(C23C[C@@H]4C[C@@H](CC(C(=O)N5CCN(c6ccccc6)CC5)(C4)C2)C3)n1	3	0.0	2	0.0	8	-4	1.5	/
O=C1CN(C(=O)CNCc2ccc(Cl)cc2)c2ccccc2N1	-5	/	1	-0.3	?	-7	-0.3	-1
C[C@@H]1CN([C@H](C)CO)C(=O)c2cc(-c3ccc(F)cc3)cnc2O[C@@H]1CN(C)S(C)(=O)=O	-9	0.4	4	0.0	-6	-4	-2.7	3
O=C(N/C(=C/c1cccc([N+](=O)[O-])c1)C(=O)N1CCCCC1)c1ccco1	-10	-1.3	-1	-0.1	4	-4	-2.6	13
COc1ccccc1C/C(N)=N/OC(=O)COc1ccc2ccccc2c1	-5	/	2	/	5	-26	-0.6	-1
CN(C(=O)CCCN1C(=O)c2ccccc2C1=O)C1CCCCC1	-12	-0.2	0	0.2	6	-4	-6.1	26
CSC1=NCCN1C(=O)COc1ccc2ccccc2c1	-11	0.3	-2	0.3	?	-4	0.7	9
COc1ccc(S(=O)(=O)Nc2ccc3c(c2)C(=O)N([C@H](C)CO)C[C@H](C)[C@@H](CN(C)Cc2ccc(C(=O)O)cc2)OCCCC[C@@H](C)O3)cc1	-8	-0.1	1	-0.5	33*	3	-0.9	14
COCCNC(=O)CS(=O)(=O)Cc1nc(-c2ccc(C)cc2)oc1C	-5	1.7	-2	0.1	-4	-15	-2.0	-5
Cc1cc(OC(C)C(=O)NCc2ccccn2)c2c(C)c(C)c(=O)oc2c1 (centres undefined)	1	2.6	0	0.0	0	-7	-0.1	10
O=C(NNC(=S)NC(=O)c1cccnc1)c1ccc(F)cc1	-18	0.0	-1	0.0	0	3	0.7	-6
Cc1ccc([C@H]2C(C(=O)O)=CC[C@@H](c3ccc(C)cc3)N2S(=O)(=O)c2ccccc2C)cc1	-36	-0.3	8	-0.1	1	-7	-1.0	-10
Cc1ccc(N(Cc2ccco2)C(=O)c2ccc(N3CCCCC3)c([N+](=O)[O-])c2)cc1	-12	/	1	0.1	13	4	0.0	-5
O=C(NCc1ccccc1)c1ccc(CS(=O)(=O)Cc2ccccc2F)o1	-27	0.7	-1	-0.3	2	7	-3.1	2
COc1ccc(CN(C)C[C@@H]2Oc3c(NC(=O)c4cc(C)nn4C)cccc3C(=O)N([C@H](C)CO)C[C@@H]2C)cc1	-2	-0.1	2	-0.1	-8	/	0.9	3
CC(C)(C)C(=O)NC1CCN(S(C)(=O)=O)CC1	-8	/	-3	/	4	-6	0.8	17
COc1ccc2c3c([nH]c2c1)[C@H](CO)N(C(=O)Nc1ccc(F)cc1)CC31CCN(CC2CC2)CC1	7	-0.2	2	0.3	1	/	-0.6	-21
CCC(=O)Nc1nn(CC(C)C)c2nc3ccc(C)cc3cc12	-10	-0.2	0	0.1	3	-6	-0.6	16
Cc1ccccc1N1CCN(C2CCCN(C(=O)CCC(=O)N(C)C)C2)CC1 (centres undefined)	-1	/	-3	-0.1	3	-3	/	/
COc1ccc(NC(=O)Nc2ccc3c(c2)[C@H]2C[C@@H](CC(=O)N4CCN(C)CC4)O[C@@H](CO)[C@H]2O3)cc1	8	0.2	-1	0.0	1	5	-0.3	7
CC(C)NC(=O)N(C)C[C@H]1Oc2ccc(NC(=O)Cn3cnnn3)cc2CC(=O)N([C@@H](C)CO)C[C@H]1C	-5	-11	-1	0.0	1	4	1.1	15
O=C1/C(=C\c2ccccc2)SC(=S)N1CCC(=O)N1CCCCC1CCO (centres undefined)	4	-0.1	6	0.0	3	-10	-0.6	-1
O=C(c1cccnc1)N1C[C@H]2[C@@H](c3ccccc31)[C@H](CO)N2C(=O)C1CCCCC1	-2	0.3	4	0.5	12	-1	1.3	14
C[C@H]1CN([C@@H](C)CO)C(=O)Cc2cc(NC(=O)CCC(F)(F)F)ccc2O[C@H]1CN(C)C(=O)Nc1cccc2ccccc12	-1	0.0	8	-0.3	-7	1	-1.8	-6
Cc1cc(C)c(NC(=O)Cn2nc(-c3ccccc3)nc2-c2ccccc2)c(C)c1	-7	-2.0	-3	-0.1	-7	/	/	-1
CC1(Cc2cccc(F)c2)C(=O)Nc2ccc(S(=O)(=O)NC3CCCCC3)cc21 (centres undefined)	-3	-0.3	0	0.0	8	6	-2.0	-17
CC(C)NC(=O)Nc1ccc2c(c1)C(=O)N([C@H](C)CO)C[C@@H](C)[C@H](CN(C)S(=O)(=O)c1cccs1)OCCCC[C@H](C)O2	-5	/	0	-0.1	-8	-1	1.2	-20
COC(=O)c1ccc(OCC(O)CN2C(=O)c3ccccc3C2=O)cc1 (centres undefined)	-4	0.1	0	0.1	-1	-13	1.6	/
CCNC(=O)C[C@@H]1CC[C@H](NC(=O)NC2CCCCC2)[C@@H](CO)O1	-7	0.0	-3	-0.1	2	-3	2.2	-1
CCc1cc(C(=O)Nc2cc(S(=O)(=O)N(CC)CC)ccc2N2CCN(C)CC2)sc1C	89*	0.8	-68	0.0	0	-1	0.5	-11
CN1c2ccc(-c3ccccc3)cc2[C@@H]2[C@@H](CCN2C(=O)CN2CCOCC2)[C@@H]1CO	-9	-0.5	0	0.2	?	4	-3.0	6
CN(C)C(CNC(=O)CCc1c[nH]c2ccccc12)c1ccccc1 (centres undefined)	-16	0.3	1	0.0	12	-2	0.8	18
Cc1ccccc1CN1CCC(n2nccc2NC(=O)c2cccnc2)CC1	-19	0.7	-6	0.0	/	2	-1.2	10
COc1ccc(CNC(=O)/C(C)=C\C(=O)O)cc1	-20	/	-5	-0.2	-8	/	0.8	4
Cc1nnc(NC(=O)CSc2cn(CCNC(=O)c3ccccc3)c3ccccc23)s1	-7	1.3	3	0.2	4	-13	-1.2	-18
Cc1cccc(NC(=O)CNC(=O)c2ccc(-n3cncn3)c([N+](=O)[O-])c2)c1C	0	0.1	1	0.0	2	-3	-0.5	10
O=C(CS(=O)(=O)c1c[nH]c2ccccc12)NC1CCCCC1	-1	0.1	2	-0.1	-2	1	-0.5	3
CCCCC(CC)C(=O)Nc1cc(C(=O)NCc2ccc(C)cc2)ccc1N1CCC2(CC1)CC(c1cccc(Br)c1)=NO2 (centres undefined)	-49	-0.3	2	0.1	-5	3	-4.2	1
COc1ccc(N(CC(=O)Nc2cccc(N(C)S(C)(=O)=O)c2)S(=O)(=O)c2ccc(F)cc2)cc1	-32	0.1	-1	0.2	1	-1	3.5	-31
C[C@H]1CN([C@@H](C)CO)C(=O)c2cccc(NC(=O)c3cnccn3)c2O[C@H]1CN(C)C(=O)Nc1cccc2ccccc12	-3	0.1	3	-1.0	8	-5	-0.7	40
CC(=O)N1[C@@H](CO)[C@H](c2ccccc2)[C@@H]1CN(C(=O)NC(C)C)C1CCCC1	-6&-7	0.1	3	0.1	2&-5	-3&-1	1.4&0.0	3
CN(C)CCOCCOc1ccc(Cl)c2ccccc12	22	1.2	-6	-0.1	-12	17	1.3	-2
Cc1ccccc1N(C(=O)c1ccco1)C(C(=O)NC1CCCC1)c1cccnc1 (centres undefined)	-8	-0.2	-1	0.3	-1	16	-1.9	-4
CCOc1cc(/C=N/NC(=O)C(N)=O)cc(Br)c1O	-3	/	-2	0.2	6	/	-0.5	1
Cc1ccccc1NC(=O)c1ccc(Cl)c(NC(=O)c2cccnc2)c1	-17	4.0	/	0.0	3	/	-1.5	-4
CC(=O)N1[C@H](CO)[C@@H]2c3ccccc3N(C(=O)c3ccccc3)C[C@@H]21	/	-0.2	/	0.0	/	2	0.1	1
COCC(=O)N(C)C[C@@H]1Oc2ncc(-c3ccccc3C)cc2C(=O)N([C@H](C)CO)C[C@@H]1C	-1	0.9	2	-0.6	-9	-5	-0.9	-3
O=C(CN(C(=O)CCC(=O)Nc1ccccn1)c1ccc(F)cc1)NCCc1ccccc1	-2	0.0	0	-0.1	2	-6	3.5	-4
C[C@H]1CCCCO[C@H](CN(C)C(=O)Nc2ccc(F)cc2)[C@@H](C)CN([C@@H](C)CO)C(=O)c2cc(NC(=O)NC3CCCCC3)ccc2O1	-14	2.1	-5	-0.1	7	-5	1.1	-15
CC1(C)CC(=O)C(C(O)c2cccc([N+](=O)[O-])c2)C(C)(C)N1 (centres undefined)	4	/	7	1.6	-1	-3	-1.5	3
CCN1[C@@H]2c3ccc(-c4ccccc4F)c(=O)n3C[C@H]1[C@H](CO)[C@H]2C(=O)NCCOC	-11	-0.1	1	0.0	6	-9	-1.9	2
CCCNC(=O)C(=O)Nc1ccc2c(c1)N(S(=O)(=O)c1cccs1)CCC2	-1	/	0	0.2	-4	12	-0.9	-18

In another format: results already given
O=S1(=O)CC(N2CCN(Cc3ccccc3F)CC2)CN1Cc1cn(Cc2cccc(Cl)c2)nn1 (centres undefined)
- RAD52 inh = -15
- E-sel inducer = -0.3
- CASP6 VEID inh = 0
- XiGFP reactiv = 0.0
- DENV2 CPE = -2
- RAD54 inh = /
- CFTR F508del cor = -0.4
- GSIS activator = -13
O=C(NCCc1ccccc1Cl)C1CCC(=O)N(CC2CCCCC2)C1 (centres undefined)
- RAD52 inh = -1
- E-sel inducer = /
- CASP6 VEID inh = -1
- XiGFP reactiv = 0.0
- DENV2 CPE = 7
- RAD54 inh = -7
- CFTR F508del cor = 0.0
- GSIS activator = -4

Not a hit list (roughly 3.7% active in at least one column).
